Screening results as filed in PubChem BioAssay.
PHOSPHO1 block – PHOSPHO1 (human) inhibition | Q8TCT1 | hit rate 1.1% among 290,000 | inhibition, % at 13.3 µM | recombinant PHOSPHO1, absorbance phosphatase assay; in the data active = inhibition above about 60%
Target sequence (Q8TCT1 whole entry, looked up): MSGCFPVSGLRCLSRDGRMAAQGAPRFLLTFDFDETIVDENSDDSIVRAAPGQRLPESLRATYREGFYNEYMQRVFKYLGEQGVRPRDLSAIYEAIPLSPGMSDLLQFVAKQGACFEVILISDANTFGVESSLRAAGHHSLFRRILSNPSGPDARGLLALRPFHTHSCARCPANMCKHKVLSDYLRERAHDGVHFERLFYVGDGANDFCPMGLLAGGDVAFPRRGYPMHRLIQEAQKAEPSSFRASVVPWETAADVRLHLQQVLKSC
p-CIP stab down – p/CIP protein destabilization; decrease of EGFP signal, % at 10 µM; AID 1984; F442A p/CIP-EGFP cells, EGFP fluorescence, 16 h; Q05BA5; hit rate 0.01% among 290,000;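 active = EGFP signal decrease of at least 30% at 10 µM or well 3 SD below plate mean, unless failing retest; inactive = the rest, including hits failing retest or dose response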; note: some compounds called inactive have numbers as strong as hits; many of its hits are not listed in these tables
M18AAP inhibitor – blocks P. falciparum M18 aspartyl aminopeptidase; recombinant PfM18AAP, H-Glu-NHMec fluorogenic cleavage; inhibition, % at 7.35 µM; hit rate 1.2% among 290,000; AID 1822;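 active = inhibition above the campaign mean inhibition over all tested compounds plus 3 SD, cut at about 28% in these data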;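 note: 0% = plate median of test compound wells and 100% = 2 mM ZnCl2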
IMP-1 inhibitor – inhibitors of Pseudomonas aeruginosa IMP-1 metallo-beta-lactamase; purified IMP-1, nitrocefin hydrolysis, epi-absorbance fluorescence; inhibition, % at 5.6 µM; hit rate 0.45% among 290,000;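 active = inhibition above the mean plus 3 SD of all compounds in the same screening run, cut at about 4.5% in these data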;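 note: 0% = IMP-1 with DMSO and 100% = DMSO wells lacking enzyme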
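System: purified IMP-1 / Input: IMP-1 dispensed at 0.2 nM / Medium: 50 mM HEPES pH 7.1, 50 µM ZnSO4, 0.05% Brij 35 / Timing: 15 min enzyme–compound preincubation, then 25 min nitrocefin reaction, 25 °C / Technique: plate fluorescence quenching by hydrolysis product, ex 480/em 530 nm / Repeats: singlicate testing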
IDE act – boosts human insulin-degrading enzyme activity in HEK cells; P14735; FAbeta-B cleavage, fluorescence polarization; 0% vehicle, 100% cell-free pure enzyme wells; activation, % at 5.96 µM; hit rate 0.073% among 340,000;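 active = activation above the mean of all tested compounds plus 3 SD, set per screening campaign, cut at about 17% in these data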
GPR7 antagonist – antagonists of human GPR7 (neuropeptides B/W receptor 1) | P48145 | GPR7-expressing cells, fluorescence antagonist assay | inhibition, % at 4.4 µM | hit rate 1.1% among 290,000 | AID 1861; in the data active = inhibition above about 16%, passing the limit was not always enough;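 note: cells stimulated with the agonist NPW; 0% = agonist with vehicle and 100% = vehicle without agonist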
Target sequence (P48145 whole entry, looked up): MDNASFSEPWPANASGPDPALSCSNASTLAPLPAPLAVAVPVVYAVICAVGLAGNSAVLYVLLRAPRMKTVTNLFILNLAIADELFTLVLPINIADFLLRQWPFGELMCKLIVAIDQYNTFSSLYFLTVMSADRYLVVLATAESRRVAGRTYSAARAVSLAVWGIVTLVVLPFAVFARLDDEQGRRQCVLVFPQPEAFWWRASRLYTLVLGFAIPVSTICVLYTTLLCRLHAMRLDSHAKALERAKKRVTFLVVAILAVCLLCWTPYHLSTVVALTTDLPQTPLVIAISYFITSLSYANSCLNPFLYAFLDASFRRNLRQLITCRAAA
IDE inh – inhibits human insulin-degrading enzyme in HEK cells | P14735 | FAbetaB cleavage, fluorescence polarization | inhibition, % at 5.59 µM | hit rate 0.41% among 320,000;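 active = percent inhibition above the average of all tested compounds plus 3 SD, set per screening campaign, cut at about 16% in these data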;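 note: IDE supplied by intact live HEK cells; FP after avidin binding of uncleaved biotin substrate so inhibition keeps polarization high; 0% = DMSO wells and 100% = 60 µM reference IDE inhibitor Ii1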
NALP1 inh – blocks the NALP1 inflammasome reconstituted in yeast; hit rate 0.61% among 280,000; AID 2071; inhibition, % at 10 µM; S. cerevisiae NALP1/ASC/caspase-1 growth, X-gal OD620, 72 h; in the data active = inhibition mostly above about 24%, no sharp cut-off; inactive = mostly below about 32%; note: some compounds called inactive have numbers as strong as hits
VIM-2 inhibitor – blocks Pseudomonas aeruginosa VIM-2 metallo-beta-lactamase; purified VIM-2, nitrocefin hydrolysis, epi-absorbance fluorescence; inhibition, % at 5.6 µM; hit rate 0.89% among 290,000;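 active = inhibition above the mean of all tested compounds plus 3 SD, cutoff set per screening run, cut at about 7.5% in these data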;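 note: red hydrolysis product quenches plate fluorescence so inhibitors raise well fluorescence; 0% = enzyme with DMSO and 100% = DMSO without enzyme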
The depositor's hits bear a star; · = no result given.

Values run as follows: PHOSPHO1 block, p-CIP stab down, M18AAP inhibitor, IMP-1 inhibitor, IDE act, GPR7 antagonist, IDE inh, NALP1 inh, VIM-2 inhibitor
1	CC(=O)c1c(C)[nH]c(C(=O)N2CCc3ccccc3C2)c1C
    33.1, -11.2, 6.7, 0.5, 2.5, -8.9, -0.9, 6.3, 0.3
2	Cc1cc(NC(=O)c2cccc(S(=O)(=O)N3CCCCCC3)c2)no1
    9.1, -6.3, 1.8, -4.8, 5.0, 10.4, -0.5, -6.3, -4.2
3	O=C(Nc1ccc2c(c1)oc1ccccc12)c1ccc2c(c1)OCO2
    -15.6, -16.3, -11.0, 0.1, -3.7, -10.9, 13.3, 13.4, -1.2
4	COc1cccc(CN2CCNC(=O)C2CC(=O)NCCN2CCOCC2)c1OC (centres undefined)
    9.0, -6.6, 5.3, -3.8, 4.5, -6.3, 7.2, 15.5, -1.8
5	COc1cc(/C=N/NC(=O)C(=O)NCC2CCCO2)ccc1OCC(=O)N1CCOCC1 (centres undefined)
    -7.3, -1.0, 0.8, -2.8, 3.9, -16.2, -1.3, -13.9, -0.1
6	COc1ccc(N(CC(=O)NCc2ccc3c(c2)OCO3)C(=O)c2csnn2)cc1
    46.2, 12.9, 4.1, -2.8, 4.2, -2.2, 1.9, 2.7, -0.6
7	Cc1c(Cl)c(C(=O)N2CCCc3ccccc32)nn1C
    31.4, -3.2, 1.3, -2.6, -0.9, -3.1, 5.7, -38.2, -4.1
8	CCSc1ccccc1C(=O)NCc1ccco1
    45.4, 12.7, -3.8, 0.9, -3.5, -12.2, 1.0, 14.3, -2.9
9	C=CCSc1nnc(NC(=O)C23CC4CC(CC(NC(C)=O)(C4)C2)C3)s1
    30.1, -16.7, 1.5, -0.5, 5.8, -3.2, -3.6, 17.0, 0.2
10	CC(=O)NC1(NC(C)=O)CCN(C)C(c2ccccc2)C1C (centres undefined)
    8.2, -1.9, -1.3, -2.4, 0.7, -13.6, 0.6, ·, -1.4
11	O=C(NCc1ccccc1)C(Cc1ccccc1)NS(=O)(=O)c1cccc2nsnc12 (centres undefined)
    10.1, 8.8, -0.3, 1.1, -0.4, 6.9, 0.4, 36.6, 0.2
12	COc1ccc(C2CC(c3ccc([N+](=O)[O-])cc3)=NN2C(C)=O)cc1 (centres undefined)
    29.1, -11.4, -14.7, 1.2, 1.2, 0.8, 6.0, 21.1, 0.1
13	COc1cc(/C=N/NS(=O)(=O)c2ccccc2)ccc1OS(=O)(=O)c1ccc(C)cc1
    -16.9, -0.3, -1.4, -2.3, 2.8, -2.9, 4.5, 8.5, -0.1
14	CCOC(=O)c1oc2ccccc2c1COC(=O)CNC(=O)c1cccc(C)c1
    -20.5, -0.2, -0.8, -1.6, 0.4, -16.4, 2.3, -7.2, -1.5
15	CCN(CC)S(=O)(=O)c1ccc2c(c1)c(=O)c(C(=O)N1CCc3ccccc3C1)cn2C
    18.0, -7.9, -11.2, -0.1, -0.3, -3.8, -0.8, 24.0, -0.1

Other entries.
Values run as follows: PHOSPHO1 block, p-CIP stab down, M18AAP inhibitor, IMP-1 inhibitor, IDE act, GPR7 antagonist, IDE inh, NALP1 inh, VIM-2 inhibitor
16	COC1=CCC2([N+](=O)[O-])CN(CC(=O)O)CC1([N+](=O)[O-])C2 (centres undefined)
    1.0, -8.4, 3.7, -2.6, -2.9, -11.7, 1.5, 20.9, -3.8
17	CCCn1cnnc1CNC(=O)C1CCC(=O)N(CCc2cccc(F)c2)C1 (centres undefined)
    42.7, -30.2, -6.2, -2.4, 8.1, -5.3, 9.7, -1.2, -2.1
18	Cc1ccc2c(c1)COc1c3ccc(C(=O)N[C@@H](C)CO)cc3nn1-2
    39.7, -3.6, ·, ·, -5.8, ·, 6.0, 7.5, ·
19	CC(C)Cc1cc(C(=O)Nc2cc(Br)ccc2O)no1
    2.0, -7.2, 6.8, -2.5, 4.9, 4.4, 0.4, 40.6, 0.2
20	Cc1c2c(nc3ccccc13)CCC(C)C2 (centres undefined)
    -2.8, -7.8, -6.6, -0.7, -8.8, -4.5, -0.6, 36.4*, 2.4
21	CCOC(=O)c1ccc(S(=O)(=O)NNS(=O)(=O)c2ccc(C)cc2)cc1
    28.4, 5.8, 5.3, -1.1, 3.4, -10.1, 4.2, 7.5, -1.9
22	Cc1cc(OC(C)C(=O)N2CCN(c3ccc(F)cc3)CC2)c2c(C)c(C)c(=O)oc2c1 (centres undefined)
    7.9, -8.6, -4.9, -2.7, -0.2, -9.2, -2.9, 3.0, 0.1
23	CCOc1ccccc1NC(=O)NCc1cccnc1
    29.2, -7.6, -0.3, -2.0, 3.3, 7.9, 12.7, -6.7, -0.5
24	Cc1ccc(CNC(=O)Nc2ccc(F)cc2)n1C
    15.9, 0.1, 30.9*, -2.6, 1.3, -11.0, ·, -10.3, -3.4
25	N#CC(c1ccc(Cl)nn1)c1ccc(Cl)cc1Cl (centres undefined)
    -10.7, -6.1, 10.4, 1.2, 1.1, -6.6, 3.8, 11.8, -4.6
26	COc1ccc(N/C=C/C(=O)c2ccc3c(c2)OCO3)cc1OC
    7.1, 2.1, 9.4, -2.8, 1.1, -17.1, 8.2, 20.7, -1.2
27	CCC1CCCCN1C(=S)NC(=O)c1cccs1 (centres undefined)
    -81.0, 2.4, 14.1, -2.5, 3.5, -16.8, ·, -9.2, -2.8
28	COCCNc1nc2c(c(=O)n(Cc3cccc(Cl)c3)c(=O)n2C)n1C
    36.9, -3.3, -5.3, 0.2, -4.5, 3.2, 0.7, 10.0, 2.0
29	CCn1c(CN2CCN(CCO)CC2)nc2ccccc21
    42.1, 6.9, -10.8, -1.8, 2.9, -1.2, 5.6, 10.3, -1.5
30	O=c1c2ccccc2sc2ccc(Cl)cc12
    -5.8, 9.3, 1.5, -3.8, -2.2, -16.9, 1.9, 22.8, -2.8

Next part.
Values run as follows: PHOSPHO1 block, p-CIP stab down, M18AAP inhibitor, IMP-1 inhibitor, IDE act, GPR7 antagonist, IDE inh, NALP1 inh, VIM-2 inhibitor
31	CCc1ccc(-n2c(SCC(=O)N3CCC(C(=O)O)CC3)nnc2-c2ccncc2)cc1
    0.6, 2.9, 2.3, -1.7, 2.3, -9.1, 4.2, 16.0, -0.3
32	CC(=O)NC(=O)COC(=O)/C=C/c1c(C)nn(Cc2c(Cl)cccc2Cl)c1Cl
    21.0, -11.3, 2.0, -2.6, -3.0, 1.4, -3.6, 21.0, -4.4
33	Cc1nonc1CC(=O)N1CCCC(C(=O)c2ccc(Cl)cc2)C1 (centres undefined)
    39.7, -1.9, -4.3, -2.2, 2.7, -6.7, 3.6, -18.7, -1.5
34	CCOC(=O)C1(CCOc2ccccc2)CCN(Cc2ccc(OC)cc2)CC1
    ·, ·, -6.6, -2.8, 2.5, -2.6, 4.8, ·, -1.6
35	CC1CCCC(C)N1C(=O)CSc1nc2ccccc2s1 (centres undefined)
    9.7, -16.7, -0.5, -3.9, 3.8, 7.2, -9.3, -3.8, -0.4
36	FC(F)Oc1ccc(NC(=S)Nn2cnnc2)cc1
    1.8, -13.1, 80.3*, -2.6, 0.2, 16.3, 2.1, -3.0, -1.7
37	CC(C)CCOc1cccc(OCC(=O)NC2CCS(=O)(=O)C2)c1 (centres undefined)
    14.5, -2.6, -1.9, -1.9, 6.7, -10.1, -2.9, 5.4, -1.1
38	COC(=O)c1ccccc1S(=O)(=O)N(Cc1ccco1)Cc1cc2cc(OC)ccc2[nH]c1=O
    24.5, 6.1, 17.2, -1.9, -9.5, -8.8, 1.6, 2.8, 1.0
39	O=C(N/N=C\c1ccc(Cl)s1)c1ccc(Cn2cccn2)o1
    -13.2, 4.1, 7.0, -2.9, 1.7, -3.4, 14.6, 17.8, -4.2
40	Cc1cc(C(=O)Nc2cccnc2)cs1
    17.5, -10.2, 4.6, -0.7, 9.8, 1.6, -0.6, 11.9, -1.7
41	Cc1ccccc1-n1ncc2c1CC(C)(C)CC2NC(=O)CCCN1CCCC1=O (centres undefined)
    46.2, -16.9, 4.0, -1.9, 2.8, -16.6, -1.5, 9.0, -6.4
42	Cc1cccc(NC(=O)CSCc2cc(=O)n3c(C)csc3n2)c1C
    22.4, -4.7, -2.5, -1.1, -4.7, -7.3, 2.3, 33.7, 0.4
43	NS(=O)(=O)c1ccc(CNC(=O)c2ccc3ccccc3n2)cc1
    21.7, -4.1, -8.3, -3.7, 2.4, 3.4, -6.4, -1.5, -1.4
44	O=C1CC(C(=O)Nc2ccccc2)S/C(=N\N=C\c2ccco2)N1 (centres undefined)
    -20.2, -4.6, -9.1, -3.9, 4.2, -8.3, -2.3, 24.0, -2.2
45	COCCNC(=S)N(CCc1c(C)[nH]c2ccc(C)cc12)Cc1ccco1
    -19.1, -5.0, 0.3, -1.1, -1.2, -3.0, -3.9, 15.1, -2.5

The final 3 records of the section before come first, to join the parts:
Values run as follows: PHOSPHO1 block, p-CIP stab down, M18AAP inhibitor, IMP-1 inhibitor, IDE act, GPR7 antagonist, IDE inh, NALP1 inh, VIM-2 inhibitor
43	NS(=O)(=O)c1ccc(CNC(=O)c2ccc3ccccc3n2)cc1
    21.7, -4.1, -8.3, -3.7, 2.4, 3.4, -6.4, -1.5, -1.4
44	O=C1CC(C(=O)Nc2ccccc2)S/C(=N\N=C\c2ccco2)N1 (centres undefined)
    -20.2, -4.6, -9.1, -3.9, 4.2, -8.3, -2.3, 24.0, -2.2
45	COCCNC(=S)N(CCc1c(C)[nH]c2ccc(C)cc12)Cc1ccco1
    -19.1, -5.0, 0.3, -1.1, -1.2, -3.0, -3.9, 15.1, -2.5
46	COc1ccc(/C=C2\Sc3ccc(C(=O)NCc4cccnc4)cc3N(C)C2=O)cc1OC
    -10.1, 12.5, 13.3, -3.2, -4.4, -15.7, 11.5, 2.1, 11.0*
47	CC1CCCC(NC(=O)c2ccc3c(=O)n(CC4CCCO4)c(=O)[nH]c3c2)C1C (centres undefined)
    11.1, -3.7, 2.4, -1.9, 3.9, -0.3, 0.6, 13.1, -3.1
48	C=CCNC(=S)Nc1ccc(Cl)cc1F
    -30.8, -2.8, 0.2, -0.9, 1.5, 2.1, 0.1, 6.4, 1.1
49	CCN(CC)CCCNC(=O)CCC(=O)NNc1nc2ccccc2c2nc(C)nn12
    -2.0, 8.6, 6.9, -3.5, -2.8, -7.0, 2.8, -14.3, -1.1
50	O=C(Nc1ccc(F)c(F)c1)c1oc2ccccc2c1NC(=O)C1CCCO1 (centres undefined)
    -21.2, 6.4, 3.0, -2.7, 1.3, 0.4, -0.4, 0.1, -4.4
51	CCOC(=O)c1nnn(-c2nonc2N)c1CN1CCc2ccccc2C1
    0.1, -6.7, -4.4, 0.3, 11.5, -3.4, 4.1, 31.1, -2.7
52	CC(C)(C)C1CCc2[nH]c3ccccc3c(=O)c2C1 (centres undefined)
    12.9, 2.7, 10.7, -6.8, 4.7, -13.7, 1.9, -3.2, -1.7
